Compound activity deposited in PubChem by National Center for Advancing Translational Sciences (NCATS).
RECQ1 helicase: inhibitors of human RECQ1 DNA helicase | RECQ1 DNA unwinding, red fluorescence kinetic read | AID 2549 | Potency, µM (doses to about 57.3 µM), for inactives: at the highest dose activity, negative = inhibition, most hits filed as inhibitors | 240,000 compounds, 0.54% hits | P46063;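 note: plate controls were vehicle for no effect and no enzyme for full effect; nearly all actives have a fitted effect of over 30% in size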
Target sequence (P46063 whole entry, looked up): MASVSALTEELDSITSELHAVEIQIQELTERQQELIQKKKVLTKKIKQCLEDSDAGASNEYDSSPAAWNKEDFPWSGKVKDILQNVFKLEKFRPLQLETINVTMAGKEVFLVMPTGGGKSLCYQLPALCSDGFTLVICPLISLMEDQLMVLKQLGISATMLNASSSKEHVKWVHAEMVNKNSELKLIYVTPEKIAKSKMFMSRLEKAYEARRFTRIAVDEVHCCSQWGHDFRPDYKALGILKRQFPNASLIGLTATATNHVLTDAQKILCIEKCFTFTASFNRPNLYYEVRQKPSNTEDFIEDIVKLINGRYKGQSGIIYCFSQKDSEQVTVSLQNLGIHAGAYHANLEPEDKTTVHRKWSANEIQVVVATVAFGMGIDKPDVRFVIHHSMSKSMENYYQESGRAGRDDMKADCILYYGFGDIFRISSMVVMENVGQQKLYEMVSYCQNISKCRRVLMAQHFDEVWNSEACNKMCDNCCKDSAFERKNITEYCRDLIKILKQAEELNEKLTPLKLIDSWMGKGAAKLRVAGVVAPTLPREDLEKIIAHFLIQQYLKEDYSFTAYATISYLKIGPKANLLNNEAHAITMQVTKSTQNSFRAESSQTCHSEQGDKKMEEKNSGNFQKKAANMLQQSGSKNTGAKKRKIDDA
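50 nM RECQ1T1 preincubated 15 min with compound in Tris pH 8.0 buffer with MgCl2, DTT, Tween-20 and 2.5 ug/ml poly(dI-dC); started with 200 nM TAMRA/BHQ-2 forked duplex and 2 mM ATP. Unwinding read as fluorescence (525/598 nm), two reads 2 h apart.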
SMN2 splice enh: enhancers of SMN2 splice variant expression. HEK293 SMN2-luciferase splicing reporter, luminescence, 30-36 h. 210,000 compounds, 2.8% hits. Potency, µM (series often up to 46.1 µM), inactives show top-dose activity change, positive = activation, hits mostly activators; note: % of control where 0% means no effect; nearly all actives have a fitted effect of over 55% in size
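qHTS luciferase splicing reporter: luminescence rises when SMN2 exon 7 is included in transfected HEK293 cells. Compound exposure lasted 30-36 h at 37C, with 4.5 mM final sodium butyrate as control, followed by a ONE-Glo read.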
TR SRC2 fluor cs: alters Texas Red total fluorescence, flagging assay interference; 280,000 compounds, 0.29% hits; AID 1479; Potency, µM (series often up to 106 µM), for inactives: top-dose fluorescence change, negative = quenching; TRb/SRC2 Texas Red total fluorescence interference; active = well fitted curve in either direction with a large enough effect; inconclusive = small, poorly fitted or top-dose-only effect; note: % is set by controls: 0 for no effect and ±100 for the full control effect
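Human TRβ ligand-binding domain (0.6 uM) and Texas Red SRC2 peptide (20 nM) in Tris buffer with 1 uM T3 and 5% DMSO were incubated with pinned compound for 5 hr at ambient temperature. Total fluorescence was computed as S + 2P (555/632 nm).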
TRb-SRC2 inh: disrupts binding of human TR beta to SRC2 | Potency, µM (titrated, usually from 106 µM), without a hit: top-dose activity change, negative = inhibition, hits mostly inhibitors | TRbeta-SRC2 peptide binding, fluorescence polarization; receptor liganded with 1 µM T3 | 280,000 compounds, 0.065% hits;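 note: plate controls were bound peptide for no effect and peptide without receptor for full effect; nearly all actives have a fitted effect of over 50% in size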
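Assay buffer: 20 mM Tris-HCl, 100 mM NaCl, 10% glycerol, 1 mM EDTA, 0.01% NP-40, 1 mM DTT, 1 uM T3, 5% DMSO; TRb LBD 0.6 uM, Texas Red SRC2 20 nM; FP after 5 hr.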
Lamin A splicing: modulators of lamin A splicing. HeLa LMNA splicing GFP/RFP minigene ratio, 48 h. Potency, µM (highest dose often 46.1 µM), for inactives: top-dose ratio change, negative = inhibition, hits mostly inhibitors. 200,000 compounds, 0.01% hits; active = well fitted inhibition curve with a large enough effect in the signal ratio, with a control signal flat, not every such curve was filed as active; inconclusive = small, poorly fitted or top-dose-only effect, or effect the other way, or a change in a side signal; the % refers to the signal ratio; note: % is set by controls: 0 for no effect and ±100 for the full control effect
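S3 HeLa cells stably expressing lamin A-EGFP splicing minigene plus DsRed2, 600 cells/well, 48 h compound exposure at 37C. Laser-scanning cytometry; analysed as GFP (500-530 nm)/RFP (575-640 nm) total intensity ratio; 0.5% DMSO vehicle.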
KDM4E inh: inhibitors of human JMJD2E histone demethylase; B2RXH2; JMJD2E catalytic domain, FDH-coupled NADH fluorescence (FDH is formaldehyde dehydrogenase); Potency, µM (series often up to 57.1 µM), without a hit: at the top dose activity change, negative = inhibition, hits mostly inhibitors; 230,000 compounds, 1.6% hits; active = well fitted inhibition curve with a large enough effect, not every such curve was filed as active; inconclusive = small, poorly fitted or top-dose-only effect, or another doubt; inactive = no such curve, though single readings can be large or run the other way;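 note: 0% = wells with enzyme and -100% = buffer wells without enzyme; nearly all actives have a fitted effect of over 50% in size; many of its hits are not listed in these tables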
GoLoco inh red: blocks human Gai1 binding to RGS12 GoLoco peptide, red readout | P63096 | Gai1:RGS12 GoLoco peptide FP, rhodamine, 10 min | Potency, µM (series often up to 61.6 µM), for the others: at the top dose activity, negative = inhibition, usual class: inhibitors | 230,000 compounds, 0.44% hits | AID 880; active = well fitted inhibition curve with a large enough effect, not every such curve was filed as active; inactive = no such curve, though single readings can be large or run the other way; note: % is set by controls: 0 for no effect and ±100 for the full control effect; nearly all actives have a fitted effect of over 30% in size; many of its hits are not listed in these tables
Target sequence (P63096 whole entry, looked up): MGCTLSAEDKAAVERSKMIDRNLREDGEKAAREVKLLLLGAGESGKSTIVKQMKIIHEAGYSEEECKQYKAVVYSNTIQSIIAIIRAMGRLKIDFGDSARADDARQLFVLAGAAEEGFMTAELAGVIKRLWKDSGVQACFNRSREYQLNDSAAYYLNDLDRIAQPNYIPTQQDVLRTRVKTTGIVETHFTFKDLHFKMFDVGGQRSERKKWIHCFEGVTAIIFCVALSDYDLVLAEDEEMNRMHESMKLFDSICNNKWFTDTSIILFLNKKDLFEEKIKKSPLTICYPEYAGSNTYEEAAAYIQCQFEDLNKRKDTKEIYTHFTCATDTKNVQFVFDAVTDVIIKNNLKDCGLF
ALDH1A1 inh: ALDH1A1 (human) enzyme inhibition; P00352; Potency, µM (titrated, usually from 75.3 µM), for the others: at the highest dose activity, negative = inhibition, actives largely listed as inhibitors; Purified ALDH1A1, NADH fluorescence, propionaldehyde substrate; 220,000 compounds, 7.3% hits; AID 1030; active = well fitted inhibition curve with a large enough effect, not every such curve was filed as active; inconclusive = small, poorly fitted or top-dose-only effect, or another doubt; inactive = no such curve, though single readings can be large or run the other way;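 note: plate controls were no enzyme wells and a reference inhibitor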
Active calls of the source: *; i = inactive; ? = inconclusive; · = no result given; [ ] = remark or other dose. Unless noted, calls come from the whole dose curve; as a rule, active = well fitted curve in the direction sought with a large enough effect; inconclusive = small, poorly fitted or top-dose-only effect, or another doubt; inactive = no such curve, though single readings can be large; an effect the other way counts as inactive or inconclusive. Potency is the fitted concentration of half-maximal effect. Only part of the results is shown; count on the stated rates, not on these rows.

nr | SMILES | RECQ1 helicase | SMN2 splice enh | TR SRC2 fluor cs | TRb-SRC2 inh | Lamin A splicing | KDM4E inh | GoLoco inh red | ALDH1A1 inh
1 | COc1ccc(C(=S)N2CCCC2)cc1C | i | · | 0% | -6% | 3% | -1% | · | -1%
2 | COc1ccc(CC(=O)O/N=C(\N)Cc2ccc(OC)cc2)cc1 | -16% | -2% | -4% | -6% | 6% | -3% | -2% | ?
3 | N#CCOC(=O)C1CSC2(c3ccc(Br)cc3)CCC(=O)N12 (stereo not given) | i | 8% | 1% | 4% | -5%[46 µM] | 1% | 9% | -9%
4 | Cc1ccc(C2CC(c3cccc(Br)c3)Nc3nnnn32)cc1 (stereo not given) | 1% | · | -5% | -8% | -7% | 14% | -14% | 18µM*
5 | O=C(CC(=O)N/N=C\c1ccc([N+](=O)[O-])cc1)NCCc1ccccc1 | i | -21% | -1% | 11% | ? | -4% | 6% | -2%
6 | CC(C)CC(NC(=O)OC(C)(C)C)C(=O)O (stereo not given) | 4% | · | -2% | 10% | · | 1% | 1% | ·
7 | CC1CCCC(C)N1C(=O)CSc1nnc(NC(=O)c2cccs2)s1 (stereo not given) | -1% | 4% | -7% | 4% | -1% | 6% | -1% | -9%
8 | Cn1c(CNc2nc(-c3ccccc3)cs2)nnc1SCC(=O)c1ccccc1 | -11% | -2% | 1% | 5% | 5% | 2% | 4% | -8%
9 | C/C=C/C(=O)Nc1nnc(C2CCCCC2)s1 | 12% | · | 2% | -3% | -5%[46 µM] | -4% | 14% | -8%
10 | COc1ccc(OC(=O)c2cnc3n(c2=O)CCS3)cc1 | 7% | · | -3% | 6% | · | -10% | -2% | 4%
11 | Cc1ccc(SCC(=O)NC(=O)c2ccc(S(=O)(=O)N(C)C)cc2)cc1C | 2% | ? | 0%[53 µM] | 2%[53 µM] | 1% | -8% | 186%[activator] | -3%
12 | Cc1ccnc(NS(=O)(=O)c2ccc(NC(=O)c3ccc4c(c3)OCCO4)cc2)n1 | -7% | · | -2% | 3% | -11%[46 µM] | 0% | 14% | ?
13 | COc1ccccc1N1CCN(S(=O)(=O)c2ccc(F)cc2)CC1 | -2% | · | 0% | -4% | -5% | -7% | 2% | ?
14 | COc1ccc(C(c2nnnn2Cc2cccs2)N2CCC(C(N)=O)CC2)c(OC)c1 (stereo not given) | -13% | -5% | 1% | 2% | -1% | -3% | 7% | -11%
15 | C=CCn1c(O)c(C=Nc2ccc(CN3CCCCC3)cc2)c(=O)[nH]c1=S | -6% | · | -2% | 2% | · | -19% | 7% | -7%
16 | Nc1ccc(C(=O)OCc2csc(-c3ccccc3)n2)cc1[N+](=O)[O-] | -8% | -18% | -2% | -10% | -6% | ? | 8% | 6%

Part of the list above, limited to RECQ1 helicase, ALDH1A1 inh and TR SRC2 fluor cs:
| item | smiles | RECQ1 helicase | ALDH1A1 inh | TR SRC2 fluor cs |
| --- | --- | --- | --- | --- |
| 8 | Cn1c(CNc2nc(-c3ccccc3)cs2)nnc1SCC(=O)c1ccccc1 | -11% | -8% | 1% |
| 9 | C/C=C/C(=O)Nc1nnc(C2CCCCC2)s1 | 12% | -8% | 2% |

Further results.
nr | SMILES | RECQ1 helicase | SMN2 splice enh | TR SRC2 fluor cs | TRb-SRC2 inh | Lamin A splicing | KDM4E inh | GoLoco inh red | ALDH1A1 inh
17 | CCCSC(=S)NC1CCS(=O)(=O)C1 (stereo not given) | 1% | -12% | 2% | 3% | ? | 4% | -1% | -8%
18 | O=C(COC(=O)c1n[nH]c2ccccc12)Nc1ccccc1 | -1% | 151% | -1% | -3% | · | ? | -2% | 1%
19 | CSCCC(NC(=O)COc1ccccc1)C(=O)Nc1ccc(C)cc1 (stereo not given) | -8% | 4% | 0% | 2% | -8% | 3% | 12% | -1%
20 | COC(=O)[C@@]1(Cc2ccc(OC)cc2)[C@H]2c3cc(C(=O)N4CCCC4)n(Cc4c(CO)[nH]cc(C)c4=O)c3C[C@H]2CN1C(=O)c1ccccc1 | i | 3% | 0% | 1% | · | ? | 1% | 7%
21 | CCC1CCCCN1CC(=O)Nc1cc(C)nn1-c1nc(C)cc(C)n1 (stereo not given) | i | -4% | -1% | -13% | -3% | -1% | 8% | 14µM*
22 | CC(=O)Nc1ccc(N2CCN(c3ccc(C(F)(F)F)cn3)CC2)nc1 | -1% | · | 0% | -5% | · | ? | 7% | 11%
23 | Nc1n[nH]c(C2CC2)c1N=Nc1ccc(Cl)c(Cl)c1 | -12% | · | -6% | -2% | · | -4% | 0% | ·
24 | Cc1ccc(OC(=O)c2oc3ccc(F)cc3c2C)c(C)c1 | -5% | 17% | 0% | 6% | 11% | -10% | 3% | -1%

Shown with values under each structure: seven of the compounds above.
Values run as follows: RECQ1 helicase, SMN2 splice enh, TR SRC2 fluor cs, TRb-SRC2 inh, Lamin A splicing, KDM4E inh, GoLoco inh red, ALDH1A1 inh
17) CCCSC(=S)NC1CCS(=O)(=O)C1 (stereo not given)
    1%, -12%, 2%, 3%, ?, 4%, -1%, -8%
18) O=C(COC(=O)c1n[nH]c2ccccc12)Nc1ccccc1
    -1%, 151%, -1%, -3%, ·, ?, -2%, 1%
19) CSCCC(NC(=O)COc1ccccc1)C(=O)Nc1ccc(C)cc1 (stereo not given)
    -8%, 4%, 0%, 2%, -8%, 3%, 12%, -1%
20) COC(=O)[C@@]1(Cc2ccc(OC)cc2)[C@H]2c3cc(C(=O)N4CCCC4)n(Cc4c(CO)[nH]cc(C)c4=O)c3C[C@H]2CN1C(=O)c1ccccc1
    i, 3%, 0%, 1%, ·, ?, 1%, 7%
21) CCC1CCCCN1CC(=O)Nc1cc(C)nn1-c1nc(C)cc(C)n1 (stereo not given)
    i, -4%, -1%, -13%, -3%, -1%, 8%, 14µM*
22) CC(=O)Nc1ccc(N2CCN(c3ccc(C(F)(F)F)cn3)CC2)nc1
    -1%, ·, 0%, -5%, ·, ?, 7%, 11%
23) Nc1n[nH]c(C2CC2)c1N=Nc1ccc(Cl)c(Cl)c1
    -12%, ·, -6%, -2%, ·, -4%, 0%, ·

Other records:
#	Molecule	RECQ1 helicase	SMN2 splice enh	TR SRC2 fluor cs	TRb-SRC2 inh	Lamin A splicing	KDM4E inh	GoLoco inh red	ALDH1A1 inh
25	O=C(NCc1ccc(Cl)cc1)C1CCC(CNc2c(N3CCCC3)c(=O)c2=O)CC1 (stereo not given)	-14%	·	-2%	4%	·	-2%	-1%	·
26	COc1ccc2oc(=O)c(/C(C)=N/Nc3nc(-c4cc(C)ccc4C)cs3)cc2c1	0%	0%	-1%	-7%	-8%	-14%	13%	?
27	CS(=O)(=O)c1sc2nc(-c3cccs3)cc(-c3ccccc3)c2c1N	-3%	?	-1%	0%	-4%	?	66%[activator]	?
28	O=C(NCCCN1CCCC1=O)[C@H](CSCc1ccccc1)N1Cc2ccccc2C1=O	-5%	·	0%	-5%	·	?	2%	·
29	CC(CNC(=O)C(C)(C)C)NC(=O)C(C)(C)C (stereo not given)	i	-6%	-1%	-9%	-11%	8%	5%	15%
30	Cc1ccc(S(=O)(=O)N(C)C)cc1[N+](=O)[O-]	-3%	·	-4%	-4%	·	2%	7%	·
31	O=C(NCc1cccnc1)c1ccc(S(=O)(=O)N2CCOCC2)cc1	0%	-21%	-2%	-8%	2%	11%	4%	10%
32	CCN1CCN(C(=O)N2CCOCC2)CC1	-1%	·	-2%	-4%	?	-4%	4%	6%
33	COc1ccc(/C(C)=N/NC(=O)CNC(=O)/C=C\c2ccco2)cc1	-19%	22%	1%	-7%	·	9%	2%	-3%
34	CC(C)(C)c1csc(N(CCC#N)CCC#N)n1	-9%	-29%	0%	1%	2%	-2%	-10%	?
35	COc1ccc(-c2cc(C(F)(F)F)n3ncc(C(=O)N4CCc5ccccc5C4)c3n2)cc1	-1%	·	-1%	-8%	?	?	21%	?
36	C/C(=C\c1ccccc1)C(=O)Nc1cc(C)on1	-8%	-33%[inhibitor]	0%	0%	-7%	-1%	7%	3%
37	CCC(=O)NC(=S)Nc1cc(C(=O)O)ccc1OC	-1%	-12%	-3%	-1%	·	-3%	3%	0%
38	CCC(C)NC(=O)CC1Oc2ccc(Cl)cc2NC1=O (stereo not given)	-12%	-31%	0%	-1%	-10%	9%	5%	-10%
39	CCCCCC(=O)NC(=S)Nc1ccc(Br)cc1C	-7%	-1%	2%	-1%	3%	4%	-4%	-4%
40	O=c1ccc2ccc(O[C@@H]3O[C@H](CO)[C@@H](O)[C@H](O)[C@H]3O)c(O)c2o1	3%	4%	-1%	0%	·	-4%	2%	-1%
41	COC(=O)c1cccc(NC(=O)C2COc3ccccc3O2)c1 (stereo not given)	0%	9%	-2%	3%	-4%	2%	-6%	-6%
42	COc1ccc(-n2c(Cc3cccn3C)nnc2SCC(=O)Nc2cccc(NC(C)=O)c2)cc1	-8%	3%	0%	-13%	2%	-6%	6%	?
43	C#CCOCCOCCOCCNc1nc(N2CCOCC2)nc(N2CCN(C(=O)[C@H]([C@@H](C)CC)n3cc(CCCN=C(N)N)nn3)CC2)n1	-3%	1%	-2%	2%	5%	6%	-5%	4%
44	CCN1C(=O)/C(=C\c2ccco2)C(C(=O)OC)=C1C	i	-2%	0%	-4%	21%	-2%	-1%	-10%
45	O=C(CN1CCCCC1)Nc1ccc(C(F)(F)F)cc1Cl	i	·	-1%	0%	·	-11%	-8%	·
46	Cc1cc(Br)ccc1OCC(=O)N(Cc1nc(-c2ccccc2)no1)C(C)C	i	-9%	-3%	1%	-9%	7%	-1%	4%
47	N#C/C(=C\c1cn(CCOc2ccccc2F)c2ccccc12)C(=O)NCc1cccs1	-10%	-11%[1.84 µM]	-3%	11%	-3%	-24%	0%	16%
48	CC(Cc1ccccc1)N/C=C1\CC(=O)NC1=O (stereo not given)	-1%	-12%	-1%	-7%	-1%	6%	4%	5%
